Compound activity from PubChem.
KCNK3 block: human KCNK3 channel inhibitors, primary screen, CHO cells, FluxOR thallium flux, B-score. Potassium channel subfamily K member 3 (Homo sapiens), O14649. FluxOR fluorescence; hits give low values. B-score at 10 µM. 340,000 tested, 0.84% active. AID 602410, 2012;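 active = B-score under library mean minus 4 SD, starting fluorescence ratio at most library mean plus 5 SD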;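 note: more negative B-score means stronger inhibition of thallium flux through KCNK3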
GSK3beta inhib: human GSK3beta kinase inhibitors, primary screen, biochemical, cell-free homogeneous, HTS; AID 2097, 2009; Glycogen synthase kinase-3 beta (Homo sapiens), P49841; 300,000 tested, 0.038% active; activity score (negative = inhibition), % at 10 µM; GST-GSK3beta kinase, ADP-Glo luminescence, 60 min; hits give low values;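 active = more than half of replicate wells score below -50%, meaning over 50% inhibition versus plate controls; inconclusive = some replicates but at most half score below -50%; inactive = no replicate scores below -50%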;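 note: 0% = median DMSO wells and -100% = median GW8510 positive control wells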
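Test system – GST-tagged human GSK3beta kinase, cell-free · Incubation – 60 min enzyme reaction, room temperature · Signal – ADP-Glo luminescence · Also added – peptide substrate and ATP at 25 µM · Controls – DMSO neutral wells and GW8510 at 20 µM as positive · Buffer or medium – Tris/MgCl2 kinase buffer · Measure – Luminescence-derived activity versus plate DMSO and GW8510 wells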
HDAC3 inh: HDAC3 deacetylase inhibitors, primary screen, biochemical, fluorescence, cell-free homogeneous. recombinant HDAC3, fluorogenic peptide/trypsin coupled. inhibition, % at 8.3 µM. 320,000 tested, 0.15% active. Histone deacetylase 3 (Homo sapiens), O15379. AID 2718, 2010; in the data active = inhibition above about 26%, passing the limit was not always enough; inconclusive = no clear call, values can overlap the other calls
PolyA inh: polyadenylation inhibitors in yeast reporter cells, primary screen, luminescence, S. cerevisiae; 300,000 tested, 0.02% active; calls only at 12 µM; S. cerevisiae SKY197-pL101 polyadenylation reporter, beta-gal luminescence; efflux-impaired pdr1/pdr3 knockout yeast; score 100 = 6 SD above DMSO;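 active = lowest replicate activity score at least 50, where 100 means six control SD above control mean; inconclusive = lowest score under 50 but half or more replicates reach 50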;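 note: yeast exposed to compound for 9 h at 30 °C; higher score means more reporter readthrough which indicates perturbed polyadenylation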
hERG protect: hERG rescue from dofetilide block, primary screen, cell-based, CHO-hERG, FluxOR thallium flux, dofetilide IC70. Voltage-gated inwardly rectifying potassium channel KCNH2 (Homo sapiens), Q12809. dofetilide IC70 present. activation (rescue from dofetilide block), less the hit threshold, % at 10 µM. 310,000 tested, 0.51% active. AID 1511, 2009;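 active = activation above the mean of controls blocked by dofetilide plus 5 SD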;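 note: thallium influx through hERG after potassium depolarization seen as dye fluorescence rise; in these data hits start at about 4.7%; inactives centre near -7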
Target sequence (Q12809 whole entry, looked up): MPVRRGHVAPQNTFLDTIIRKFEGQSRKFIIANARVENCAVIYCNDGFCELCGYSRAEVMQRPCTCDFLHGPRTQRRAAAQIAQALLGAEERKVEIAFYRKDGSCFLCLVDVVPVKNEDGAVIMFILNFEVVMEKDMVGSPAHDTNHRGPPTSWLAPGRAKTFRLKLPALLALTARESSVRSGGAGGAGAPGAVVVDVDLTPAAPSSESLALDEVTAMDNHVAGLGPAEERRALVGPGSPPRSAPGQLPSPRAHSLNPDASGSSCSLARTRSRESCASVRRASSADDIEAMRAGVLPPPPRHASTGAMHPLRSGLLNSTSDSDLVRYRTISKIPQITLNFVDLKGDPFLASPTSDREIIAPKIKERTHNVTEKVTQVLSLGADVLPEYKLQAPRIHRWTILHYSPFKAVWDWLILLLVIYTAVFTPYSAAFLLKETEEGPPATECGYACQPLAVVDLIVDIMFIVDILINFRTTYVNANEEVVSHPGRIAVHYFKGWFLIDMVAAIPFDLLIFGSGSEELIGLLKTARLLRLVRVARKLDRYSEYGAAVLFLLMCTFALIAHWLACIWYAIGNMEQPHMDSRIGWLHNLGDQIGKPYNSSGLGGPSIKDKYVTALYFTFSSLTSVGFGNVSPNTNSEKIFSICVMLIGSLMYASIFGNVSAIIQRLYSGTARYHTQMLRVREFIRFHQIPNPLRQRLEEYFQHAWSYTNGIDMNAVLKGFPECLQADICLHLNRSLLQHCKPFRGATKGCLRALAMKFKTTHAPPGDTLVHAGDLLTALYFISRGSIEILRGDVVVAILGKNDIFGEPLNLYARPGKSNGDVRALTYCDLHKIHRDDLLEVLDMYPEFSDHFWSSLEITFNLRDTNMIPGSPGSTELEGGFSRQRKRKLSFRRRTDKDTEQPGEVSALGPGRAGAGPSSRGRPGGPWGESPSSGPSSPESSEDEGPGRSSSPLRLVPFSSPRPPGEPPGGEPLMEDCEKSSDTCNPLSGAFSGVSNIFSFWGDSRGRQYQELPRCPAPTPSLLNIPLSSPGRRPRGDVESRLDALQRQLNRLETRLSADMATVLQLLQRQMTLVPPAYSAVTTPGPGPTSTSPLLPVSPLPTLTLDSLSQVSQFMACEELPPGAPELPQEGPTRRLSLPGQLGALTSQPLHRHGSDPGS
KCNK9 inh: KCNK9 potassium channel inhibitors, primary screen, HEK293 cells, thallium flux | Potassium channel subfamily K member 9 (Homo sapiens), Q9NPC2 | FluxOR thallium flux fluorescence; hits give low values | B-score at 10 µM | 310,000 tested, 1.2% active | AID 488922, 2010;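 active = ratio B-score over 3 SD below the library mean, with starting fluorescence within 5 SD of its mean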;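 note: negative B-score means less thallium flux so channel inhibition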
GSK3A inh: blockers of GSK3A enzyme activity – biochemical, luminescence, cell-free homogeneous, HTS, primary screen. 320,000 tested, 0.1% active. inhibition, % at 10 µM. GSK-3 alpha kinase, ADP-Glo luminescence, 60 min. Glycogen synthase kinase-3 alpha (Homo sapiens), P49840;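 in the data active = inhibition above about 50%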;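 note: GST-tagged GSK-3 alpha with peptide substrate and 25 µM ATP; 0% = DMSO neutral wells and 100% = GW8510 positive control wells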
Dyrk1A ADPGlo: rat Dyrk1A kinase inhibitors, primary screen, biochemical, single point, plate reader; Dual specificity tyrosine-phosphorylation-regulated kinase 1A (Rattus norvegicus), Q63470; ADP-Glo luminescence, NFATc1 peptide; inhibition, % at 12.5 µM; 310,000 tested, 0.43% active; AID 504441, 2011; in the data active = inhibition above about 50%;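 note: plate controls were vehicle with enzyme for no effect and no enzyme for full effect; many of its hits are not listed in these tables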
KCNQ1 block: inhibitors of human KCNQ1 channel, primary screen, cell-based, thallium flux, high-throughput; B-score at 10 µM; 310,000 tested, 1.3% active; AID 2642, 2010; CHO-K1 KCNQ1, FluxOR thallium flux fluorescence; hits give high values;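 active = compounds whose thallium flux B-score, printed positive for inhibition, exceeds three library SD while starting fluorescence stays within three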;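 note: channel opened by potassium depolarization with thallium stimulus after 20 min compound exposure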
KCNQ1 act: potentiators or activators of KCNQ1 channel, primary screen, cell-based, thallium flux, high-throughput | CHO-K1 KCNQ1, thallium flux FluxOR fluorescence; hits give high values | B-score at 10 µM | 310,000 tested, 0.35% active;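 active = fluorescence ratio B-score, a plate-corrected score, at least three library SD, with initial intensity B-score within 5 SD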
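Test system: CHO-K1 cells stably expressing KCNQ1 / Medium: assay buffer / Also added: depolarizing K+/Tl+ stimulus, K2SO4 and Tl2SO4 each 12.5 mM in 5x stock / Incubation: 90 min dye loading and 20 min compound exposure, both at room temperature / Signal: thallium influx via FluxOR fluorescence, kinetic imaging / Evaluation: B score of baseline-normalized fluorescence ratio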
RGS4 pot: RGS4 potentiators or activators, primary screen, cell-based, HEK293 M3R inducible RGS4, calcium flux; carbachol calcium flux Fluo4; hits give low values; B-score at 10 µM; 310,000 tested, 0.92% active; AID 463111, 2010;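 active = B-score of the integrated calcium signal more than 4 SD below the library mean, with starting fluorescence not abnormally high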;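 note: negative B-score means reduced calcium response which marks RGS4 activation or potentiation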
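Reagent: ECmax carbachol challenge; Test system: M3R-expressing HEK293 line, RGS4 induced by doxycycline; Schedule: overnight RGS4 induction, 30 min dye load 37 °C, 20 min compound RT; Detection: calcium dye Fluo4 fluorescence; Read-out: Agonist-evoked peak-minus-minimum fluorescence over baseline, integrated ratio, B score.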
An asterisk follows results filed as active; i = inactive; ? = inconclusive; . = not tested or not shown.

SMILES	KCNK3 block	GSK3beta inhib	HDAC3 inh	PolyA inh	hERG protect	KCNK9 inh	GSK3A inh	Dyrk1A ADPGlo	KCNQ1 block	KCNQ1 act	RGS4 pot
COc1ccc(NC(=S)N(CCC(C)C)C(C)c2ccncc2)cc1 (configuration not stated)	i	-1	6	i	-10	i	-3	-1	i	i	i
CCNC(=S)Nc1ccc(N2CCCCC2)cc1	i	1	-2	i	-9	i	1	-5	i	i	i
N#Cc1ccc(OCCN2C(=O)NC3(CCSC3)C2=O)cc1 (configuration not stated)	i	0	-18	i	-7	i	0	-1	i	i	i
CC1CCN(C(=O)CN2C(=O)c3ccccc3S2(=O)=O)CC1	i	-2	1	i	-7	i	1	8	i	i	i
COc1ccc(S(=O)(=O)N2CCC(C(=O)N3CCc4ccccc4C3)CC2)cc1Cl	i	1	2	i	2	i	8	-1	i	i	i
COc1ccc(/C=C/c2nc(S(=O)(=O)c3ccccc3)c(N(C)C)o2)cc1	i	0	-4	i	-6	i	-2	20	i	i	i
CC1CCN(S(=O)(=O)c2ccc3ccccc3c2)CC1	i	3	-5	i	-15	i	0	-4	i	i	i
COc1ccc(-c2oc3cc(O)c(OC)c(O)c3c(=O)c2OC)cc1	i	-5	5	i	-6	i	2	4	i	i	i
CCNC(=S)NNC(=O)c1cc(Br)cs1	i	0	0	i	-11	i	2	1	i	i	i
CC(C)(C)NC(=O)NCCc1ccccc1	i	4	10	i	-3	i	-1	-1	i	i	i
CCCS(=O)(=O)N1CCC(C(=O)Oc2ccc(OC)cc2)CC1	i	2	-4	i	-4	i	-5	-1	i	i	i
CN(C)c1ccc(NC(=O)CSc2nc(C3CC3)nc3ccccc23)cc1	i	0	1	i	-4	i	1	-3	i	i	i
c1cc2c(cc1C1CCCN1)OCCCO2 (configuration not stated)	i	-5	-4	i	-4	i	-5	-11	i	i	i
S=c1[nH]nc(-c2ccc3ccccc3n2)n1-c1ccccc1Cl	i	-24	0	i	-8	i	1	-5	i	i	i
CCCN1C2CCCC1CC(NC(=S)NCCCOCC)C2 (configuration not stated)	i	-3	6	i	-12	i	-2	-4	i	i	i
COc1ccc(NC(=O)c2cccc3c2C(=O)N(CC2CCCO2)C3)cc1OC (configuration not stated)	i	0	?	i	-16	i	-5	0	i	i	i
C=CCN1CCN(C(=O)CSc2ccccc2)CC1	i	1	-6	i	-4	i	-2	-1	i	i	i
CC(C)NC(=O)CC(=O)N/N=C/c1ccccc1F	i	1	-9	i	-4	i	2	-4	i	i	i
O=C(CSc1cn(CCNC(=O)c2ccc3ccccc3c2)c2ccccc12)NCc1ccco1	i	3	-2	i	-7	i	0	-8	i	i	i
COCCNS(=O)(=O)c1ccc2c(c1)Cc1cc(S(=O)(=O)NCCOC)ccc1-2	i	2	-2	i	-11	i	-4	-4	i	i	i
CCC(C)(C)n1nnnc1C(c1ccc2ncccc2c1)N1CCCC(C)C1 (configuration not stated)	i	1	3	i	-9	i	3	3	i	i	i
O=C(NCCCn1ccnc1)Nc1ccc(Cl)c(Cl)c1	i	2	-10	i	-14	i	3	17	i	i	i
CCC(C)NC(=O)CNC(=S)N(Cc1ccc(F)cc1)C1CCCCC1 (configuration not stated)	i	4	5	i	-6	i	-1	.	i	i	i
COc1cccc(NC2=NCCCCC2)c1	i	-3	-3	i	-12	i	-1	-5	i	i	i
c1ccc(-c2csc3ncnc(-n4cnc5ccccc54)c23)cc1	i	-2	0	i	-6	i	3	2	i	i	i
COC(=O)c1ccc(CSc2nc3ccccc3c(=O)n2-c2ccc(OC)c(OC)c2)o1	i	1	-1	i	-4	i	1	10	i	i	i
Cc1ccc(S(=O)(=O)N(C)CC(=O)Nc2ccc(C)cn2)cc1	i	-4	?	i	-17	i	4	25	i	i	i
O=C(COc1ccccc1Cl)Nc1ccc(S(=O)(=O)N2CCOCC2)cc1	i	3	-2	i	-2	i	-1	6	i	i	i
CCOCCCNC(=O)c1c(C)[nH]c(C(=O)OCC)c1C	i	2	1	i	-9	i	.	-7	i	i	i
Cc1ccc2oc(C(=O)N3CCN(Cc4ncccc4C)CC3)c(C)c2c1	i	0	.	i	-10	i	0	-10	i	i	i
COc1ccc(NC(=O)C2CCC(=O)N2)cc1 (configuration not stated)	i	0	-2	i	-12	i	-3	.	i	i	i
COC(=O)C1(C(F)(F)F)N=C(C(F)(F)F)Nc2ccc(Cl)cc21 (configuration not stated)	i	2	9	i	-11	i	-3	-1	i	i	i
COc1ccc(S(=O)(=O)n2nc(OC(=O)c3cccs3)cc2N)cc1	i	0	95*	i	-8	i	0	1	i	i	i
NC(=S)N=Nc1c(O)[nH]c2cc(F)c(F)cc12	i	1	-4	i	-11	i	4	10	i	i	i
COc1ccc(C(CC(=O)NC(C)c2ccc(-c3ccccc3)cc2)NC(C)=O)cc1 (configuration not stated)	i	1	-9	i	-3	i	1	-2	i	i	i
COc1ccc(C(=O)Nc2ccc(CN3CCS(=O)(=O)CC3)cc2)cc1	i	0	.	i	-5	i	-2	3	i	i	i
CCOCc1cnc(C)nc1NCC(=O)c1c(C)[nH]c2ccccc12	i	2	9	i	-2	i	-3	10	i	i	i
Cc1cccc2c1NC(=O)C21OCC(CO)([N+](=O)[O-])CO1 (configuration not stated)	i	-5	-2	i	-1	i	0	6	i	i	i
CCCOc1ccc(C(=O)Nc2ccc3c(c2)OCO3)cc1	i	-2	-10	i	-14	i	-1	-3	i	i	i
O=C(NCc1cccnc1)c1ccc(Cl)c(S(=O)(=O)N2CCCCCC2)c1	i	2	5	i	-6	i	6	-3	i	i	i
Cc1ccc(CNC(=O)C2CNc3cc(C)ccc3O2)cc1 (configuration not stated)	i	1	-1	i	-7	i	-2	2	i	i	i
O=C(NCc1nnc(SCc2ccccc2)n1-c1ccccc1)C12CC3CC(CC(C3)C1)C2	i	-4	6	i	-10	i	0	0	i	i	i
COC(=O)c1ccc(NC(=S)NC(=O)c2c(-c3ccccc3)noc2C)cc1	i	2	-5	i	4	i	-7	-13	i	i	i
O=C(CS(=O)(=O)c1ccccc1)N1CCN(c2ccccc2)CC1	i	-1	4	i	-11	i	-2	-16	i	i	i
Cc1cc(C)c(NC(=O)Cn2c([N+](=O)[O-])cnc2C)c(C)c1	i	1	-1	i	-14	i	0	.	i	i	i
COc1ccc(-c2nnnn2C)cc1S(=O)(=O)Nc1ccc(C)cc1C	i	0	0	i	-8	i	-2	-4	i	i	i
CCCCN(C)CCC(=O)Nc1ccc(F)c(F)c1	i	2	6	i	-10	i	-1	-1	i	i	i
O=C(CSC1=NS(=O)(=O)c2cc(Cl)ccc2N1)Nc1ccccc1F	i	5	.	i	-3	i	.	16	i	i	i
CC(=O)OCC12COC3c4ccccc4OC(C)(CC1C)C3C2C (configuration not stated)	i	-3	4	i	-9	i	0	3	i	i	i
Oc1ccc(Cn2ccnc2)c2cccnc12	i	1	4	i	-8	i	-5	-3	i	i	i
Cc1ccc2nc(Cl)c(C#N)cc2c1	i	2	0	i	-2	i	-1	-5	i	i	i
COc1ccc(N/C(=N/c2nc(C)cc(C)n2)NC(=O)Nc2ccc(Cl)c(Cl)c2)c(OC)c1	i	-1	0	i	-9	i	-2	.	i	i	i
CC1CC(OCC(O)C[N+]2(C)CCOCC2)CC(C)(C)C1 (configuration not stated)	i	6	.	i	-2	i	-1	-4	i	i	i
O=C(COc1ccc2c3c(c(=O)oc2c1)CCCC3)NCCCn1ccnc1	i	-1	-4	i	-10	i	8	-2	i	i	i
O=S(=O)(c1ccc2ccccc2c1)N1CCN(C2CCN(Cc3ccccc3)CC2)CC1	i	1	-1	i	-12	i	0	3	i	i	i
Cc1ccc(OCC(=O)NNC(=O)c2ccc3c(=O)n4c(nc3c2)CCC4)cc1	i	0	-5	i	-13	i	-4	7	i	i	i
CC(C)CNC(=O)c1cc(-c2ccc3c(c2)OCO3)on1	i	1	-2	i	-5	i	5	1	i	i	i
CNC(=O)COc1coc(CN2CCN(c3ccccc3OC)CC2)cc1=O	i	-4	-6	i	0	i	11	1	i	i	i
O=C(/C=C/c1c(Cl)nc2ccccn12)N1CCCCC1	i	1	6	i	-6	i	3	3	i	i	i
Cc1c(C)[n+](=O)c(-c2cccs2)c(C)n1[O-]	i	1	3	i	-9	i	5	-8	i	i	i
O=S(=O)(Nc1ccc2c(c1)OCCO2)c1cnc[nH]1	i	2	-4	i	-4	i	-2	-40	i	i	i
COc1cc2c(cc1OC)C(c1cc(OC)c(OC)cc1[N+](=O)[O-])N(C(C)=O)CC2 (configuration not stated)	i	1	-5	i	-5	i	-1	0	i	i	i

HDAC3 inh, hit marks shown above
canonical_smiles,KCNK3 block,GSK3beta inhib,HDAC3 inh,PolyA inh,KCNK9 inh,GSK3A inh,Dyrk1A ADPGlo,KCNQ1 block
COc1ccc(S(=O)(=O)n2nc(OC(=O)c3cccs3)cc2N)cc1,i,0,95*,i,i,0,1,i

These rows are one share of the data; rates above refer to the full screens.
